Compound activity (PubChem BioAssay)
DAGLB inh: blocks human DAGLB lipase activity; HEK293T DAGLB membrane lysate, EnzChek fluorogenic substrate; inhibition, % at 5.17 µM; 0.059% of 340,000 active; in the data active means inhibition above about 34%;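 further: 0% = enzyme with vehicle and 100% = wells lacking enzyme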
Arr AP2 block: inhibitors of human beta-arrestin and AP2 interaction; 0.31% of 340,000 active; inhibition, % at 10 µM; FITC-arrestin peptide / GST-AP2 beads, flow cytometry; AP2 beta2 appendage carries R879A mutation; AID 504490;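 active means inhibition above a set limit, near 3 SD of compounds lacking own fluorescence, cut at about 54% in these data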;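 further: plate controls were DMSO wells for no effect and 5 µM unlabelled arrestin peptide for full effect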
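Test system: GST-tagged AP2 beta2-adaptin appendage (R879A) on 4 µm glutathione beads; also added: fluorescein-tagged arrestin peptide at 50 nM final; timing: 12 min plus 1 h, RT; signal: flow cytometry, FL1 (488/535 nm); read-out: percent drop in bead-associated FITC signal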
OPRM1-OPRD1 inv: mu-delta opioid heterodimer inverse agonism. 0.21% of 340,000 active. cell-based MOR-DOR heterodimer luminescence. inhibition, % at 9.3 µM. AID 504357. P35372+P41143; in the data active means inhibition above about 22%, passing the limit was not always enough;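 further: 0% = cells with DMSO and 100% = wells without cells with DMSO; values of inactives mirror those of a sister screen read the other way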
Target sequence (P35372 whole entry, looked up): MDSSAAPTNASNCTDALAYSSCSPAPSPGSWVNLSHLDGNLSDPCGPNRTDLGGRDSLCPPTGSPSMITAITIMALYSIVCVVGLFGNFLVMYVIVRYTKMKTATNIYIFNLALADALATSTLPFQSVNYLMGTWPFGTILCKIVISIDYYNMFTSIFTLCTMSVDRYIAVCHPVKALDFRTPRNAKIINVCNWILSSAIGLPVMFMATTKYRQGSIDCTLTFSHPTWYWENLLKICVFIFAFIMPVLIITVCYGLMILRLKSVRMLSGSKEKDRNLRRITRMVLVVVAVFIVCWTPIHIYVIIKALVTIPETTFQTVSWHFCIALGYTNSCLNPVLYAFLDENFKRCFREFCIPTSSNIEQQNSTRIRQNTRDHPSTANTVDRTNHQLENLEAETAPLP
Target sequence (P41143 whole entry, looked up): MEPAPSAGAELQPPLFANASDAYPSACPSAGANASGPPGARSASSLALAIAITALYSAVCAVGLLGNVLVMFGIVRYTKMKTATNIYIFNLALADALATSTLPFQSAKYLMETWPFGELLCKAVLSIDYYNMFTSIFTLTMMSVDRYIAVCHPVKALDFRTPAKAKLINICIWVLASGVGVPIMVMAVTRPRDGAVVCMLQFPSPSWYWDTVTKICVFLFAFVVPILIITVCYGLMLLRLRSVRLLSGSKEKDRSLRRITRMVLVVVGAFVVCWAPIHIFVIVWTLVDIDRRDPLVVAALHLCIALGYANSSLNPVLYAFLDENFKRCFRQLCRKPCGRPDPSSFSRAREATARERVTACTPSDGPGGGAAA
OPRM1-OPRD1 ag: agonists of human mu-delta opioid receptor heterodimerization | P35372+P41143 | cells, OPRM1-OPRD1 heterodimerization, luminescence | activation, % at 9.3 µM | 0.3% of 340,000 active; in the data active means activation above about 18%;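 further: 0% = vehicle-treated cells and 100% = reference agonist; values of inactives mirror those of a sister screen read the other way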
Pemphigus Ab inh: blocks pemphigus antibody binding to human desmoglein-3. P32926. DSG3-coupled beads, scFv-anti-DSG3-GFP binding, flow cytometry; active compounds read low. binding (percent of control), % at 10 µM. 0.48% of 310,000 active. AID 588358;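 active means binding more than 3 SD below its plate's average and above zero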;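 further: hits lower antibody fragment binding to DSG3; some compounds called inactive have numbers as strong as hits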
PKA-R1A act: PKA-R1A complex activation | 0.083% of 340,000 active | PKA-R1A dissociation, Cy5-IP20 fluorescence polarization; scaled: DMSO 0%, 113 µM cGMP 100% | AID 504707 | P00514+P68181 | activation, % at 11.4 µM;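 active means percent activation above the mean of all tested compounds plus 3 SD, cut at about 19% in these data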;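 further: higher means more PKAc released from R1A so a rise in polarization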
PKA-R2B act: PKA-R2B complex activation; PKA-R2B holoenzyme dissociation, Cy5-IP20 fluorescence polarization; R2B truncated from residue 108, S112A mutant; 0% DMSO only, 100% 113 µM cGMP; activation, % at 11.4 µM; 0.079% of 340,000 active; AID 504700;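 active means activation above a cutoff set at the mean over all compounds plus 3 SD, cut at about 18% in these data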;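 further: higher means more holoenzyme dissociation and a rise in polarization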
HTR5A inv ag: HTR5A inverse agonism, opioid heterodimer counter-screen. P47898. HTR5A cell line, luminescence. inhibition, % at 9.3 µM. 0.083% of 340,000 active. AID 504634; in the data active means inhibition mostly above about 23%, no sharp cut-off; inactive means mostly below about 18%;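 further: 0% = cells with DMSO and 100% = no-cell wells with DMSO; some compounds called inactive have numbers as strong as hits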
V-ATPase pHluor: alters yeast V-ATPase proton transport. S. cerevisiae, pHLuorin cytosolic pH fluorescence. response, % at 10 µM. 0.37% of 350,000 active; in the data active means response mostly above about 7.3%, no sharp cut-off; inactive means mostly below about 5.4%; further: actives read high; inactives centre near 0; some compounds called inactive have numbers as strong as hits; reference of the scale not given here
HTR5A ag ctr: activates human HTR5A in OPRM1-OPRD1 agonist counter-screen; P47898; HTR5A agonist assay, luminescence, cell-based; activation, % at 9.3 µM; 0.61% of 340,000 active; AID 504692; in the data active means activation mostly above about 9.5%, no sharp cut-off; inactive means mostly below about 7.6%;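 further: 0% = cells with vehicle only and 100% = reference agonist; strong numbers were not always called active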
Starred values were filed as active, the others as inactive; / = not tested or not shown.

SMILES	DAGLB inh	Arr AP2 block	OPRM1-OPRD1 inv	OPRM1-OPRD1 ag	Pemphigus Ab inh	PKA-R1A act	PKA-R2B act	HTR5A inv ag	V-ATPase pHluor	HTR5A ag ctr
COc1ccc(NS(=O)(=O)c2cccc(C(=O)NCC(c3ccc(OC)cc3)N3CCOCC3)c2)cc1 (configuration not stated)	3	-13	14	-2.5	110	-3	16	-5	0	1
Fc1cccc(Nc2ncnc3sccc23)c1	-3	30	2	-0.4	104	4	-3	4	0	-1
O=S(=O)(N1CCOCC1)N1CCCN(S(=O)(=O)N2CCOCC2)CC1	0	5	8	-2.0	86	-10	5	-2	-3	1
COc1ccc(C2c3[nH]c4ccccc4c3CCN2C(=O)c2ccccc2C(C)=O)c(F)c1 (configuration not stated)	0	-2	3	-0.7	115	-7	-1	-14	2	5
CCCCNC(=O)CC1NCCNC1=O (configuration not stated)	-3	35	17	-3.3	82	-10	-4	12	-3	-5
COP(=O)(OC)C(NC(=O)Nc1ccccc1)c1ccccc1 (configuration not stated)	-2	18	23	-4.3	102	-7	-5	-9	4	3
COc1ccc(NC(=O)c2cc3c(Cl)nc4ccccc4c3s2)cc1OC	0	-1	-8	1.5	87	-1	-9	-4	-1	4
OCC1(CCCc2ccccc2)CCN(C2CCSCC2)CC1	3	1	7	-1.4	115	-5	-3	-1	3	0
CC(C)Nc1nnc(SCC(=O)/C=C2\N(C)c3ccccc3C2(C)C)s1	0	-8	10	-1.9	108	-9	-4	15	0	3
O=C(O)c1ccc(NS(=O)(=O)c2cccc3nsnc23)cc1	1	-8	6	-1.0	101	-10	-12	-12	-3	5
O=C(O)C1CCCN(S(=O)(=O)c2ccc(F)cc2)C1 (configuration not stated)	-3	-52	17	-3.6	98	-4	-2	20	-2	-8
CCCc1nc(SCC(=O)Nc2nnc(CC)s2)c2c(C)c(C)sc2n1	1	20	15	-2.6	100	0	-9	4	-3	0
Cc1cccc(NC(=O)c2cc(S(=O)(=O)N3CCCCC3)c[nH]2)c1C	0	5	0	0.1	99	-11	-14	-8	4	3
O=C1CC(c2ccccc2)CC(O)=C1C=NCc1ccccc1Cl (configuration not stated)	-1	-46	21	-3.7	100	8	-3	-27	1	10
O=C(Cc1ccc(Cl)cc1Cl)NC1CCCCCC1	-5	5	-50	6.0	24*	10	23*	-16	-3	2
C/C(=N\NC(=O)c1ccccc1OCCOc1ccccc1)c1ccccc1F	1	76*	6	-0.9	/	-6	-2	3	12	1
COc1ccc(-c2csc(Nc3ncccc3C)n2)cc1OC	0	10	-10	1.8	98	-12	-10	-5	-3	1
Nc1ccc2c(c1)C(=O)N(c1cccc3ccccc13)C2=O	1	12	-11	2.2	118	-2	-6	-24	2	6
COC(=O)c1ccccc1NC(=O)Nc1c(C)n(C)n(-c2ccccc2)c1=O	0	22	8	-2.4	111	-9	3	14	-2	3
CCOC(=O)c1c(C)[nH]c(C(=O)COC(=O)COc2ccccc2C=O)c1C	-1	-5	-15	2.7	126	-8	-8	14	-1	1
Cc1ccnc(SCC(=O)O)n1	-2	3	-2	0.5	102	-4	5	-20	1	6
Cc1nc2ccc(S(=O)(=O)NCC(=O)Nc3cccc(F)c3)cc2s1	0	-12	10	-2.0	105	4	-14	18	3	-5
COc1ccc(S(=O)(=O)N2CCOCC2)cc1C(=O)NCc1ccccc1CN1CCCC1	2	-10	12	-2.9	113	12	0	-12	-8	-4
O=C(Cn1nnc2ccccc21)Nc1ccc([N+](=O)[O-])cc1	-1	-1	4	-0.8	94	-4	-7	10	3	-3
COc1cc(NC(=O)CSc2nc3[nH]ncc3c(=O)n2-c2ccccc2)cc(OC)c1OC	-1	/	/	/	97	12	-1	/	-3	/

Next part
SMILES	DAGLB inh	Arr AP2 block	OPRM1-OPRD1 inv	OPRM1-OPRD1 ag	Pemphigus Ab inh	PKA-R1A act	PKA-R2B act	HTR5A inv ag	V-ATPase pHluor	HTR5A ag ctr
CCCNC(=S)Nc1ccc(Nc2ccccc2)cc1	1	31	8	-1.4	100	-2	-5	3	0	0
CCNC(=O)CC1C(=O)N(c2ccc(C)cc2)C(=O)N1CCC(C)C (configuration not stated)	0	1	14	-2.9	102	-10	9	0	0	0
CCn1c(SCc2ccc(F)cc2)nnc1-c1nn(-c2ccccc2)ccc1=O	-6	22	5	-1.2	102	-8	-7	-2	-3	1
Cn1c(SCc2ccc(F)cc2Cl)nc2ccccc2c1=O	-10	-8	-4	1.0	103	-4	0	-15	-5	0
COc1cc(-c2nnc(SCc3ccccc3Cl)o2)cc(OC)c1OC	-9	11	-11	2.3	96	-6	-6	-7	4	3
Cc1cccc(N2CCN(C(=S)c3ccccc3)CC2)c1	-18	-1	-24	3.2	106	-11	-13	2	4	-1
CC1(C)CC(=O)C=C(c2n[nH]nc2-c2ccccc2)C1	-1	/	/	/	110	0	-3	/	-2	/
CS(=O)(=O)Nc1ccccc1C(=O)Nc1ccc2c(c1)OCCO2	3	10	4	-0.8	101	6	-1	7	3	8
Fc1ccc(F)c(C2=NNC(=NCC3CCCO3)SC2)c1 (configuration not stated)	-1	1	21	-4.5	101	7	9	-2	2	1
C/C=C/Cn1c(SCc2ccccc2)nc2c1c(=O)[nH]c(=O)n2C	3	4	-9	2.2	102	1	1	-28	1	11
c1coc(CNc2c3c(nc4ccccc24)CCC3)c1	-4	17	6	-1.0	158	5	2	-5	2	1
O=C(c1ccc(N2CCC3(CC2)OCCO3)c([N+](=O)[O-])c1)N1CCOCC1	-2	-21	3	-0.7	/	5	0	15	0	-4
O=C1COc2ccccc2CN1	-1	-2	5	-0.8	109	10	-2	-7	-1	2
COCCn1c(SCc2nnc(-c3ccc(OC)c(OC)c3)o2)nnc1-c1ccncc1	1	-2	0	-0.1	77	1	2	0	2	0
CCN(CCCNC(=O)C1CCN(C(=O)c2cc3sccc3n2C)CC1)Cc1ccccc1	2	34	-6	1.1	/	4	1	-3	-1	-1
COc1ccc(C(=O)N2CCN(S(=O)(=O)c3ccc(Cl)cc3)CC2)cc1OC	-1	2	4	-0.8	105	13	-1	-14	2	6
O=C(/C=C(\c1ccccc1)n1cncn1)c1ccccc1	-1	-3	7	-1.3	104	-2	-12	-2	0	0
COC(=O)c1ccncc1C(=O)Nc1ccc(OC)cc1	2	11	5	-0.8	96	2	2	4	0	-2
O=C(CSc1nc(-c2ccccc2)c(-c2ccccc2)[nH]1)NCC1CCCO1 (configuration not stated)	-1	41	-2	0.4	119	-4	7	-15	3	6
CSc1nc(N(C)C)nc(N(C#N)CCOC(C)=O)n1	-3	6	6	-1.3	92	17	4	-15	0	7
CCOC(=O)[C@H]1[C@H]2COc3ccc(OC)cc3[C@@H]2N2C(=O)CN(Cc3ccc(Cl)cc3)C(=O)[C@@]12C	-2	0	3	-0.5	/	-2	-4	0	-2	0
O=C(c1coc(=O)c(Br)c1)N1CCCc2ccccc21	6	3	10	-1.8	98	-3	-4	-15	2	5
CC(C)(C)C1CCC(C(=O)NNC(=O)c2ccncc2)CC1 (configuration not stated)	1	2	-33	5.1	108	-5	-5	-4	3	1
CCOC(=O)C1=C(C)NC2=C(C(=O)CC(c3ccc(OC)c(OC)c3)C2)C1c1ccc(C)o1 (configuration not stated)	-1	5	1	-0.1	121	-3	-2	2	3	8
CN1CCc2c(sc3c2C(=O)NC(c2ccc4c(c2)OCO4)N3)C1 (configuration not stated)	2	8	2	-0.3	100	-14	-8	-3	6	-1

Single values from the results shown.
PKA-R2B act, COc1ccc(C(=O)N2CCN(S(=O)(=O)c3ccc(Cl)cc3)CC2)cc1OC is entered as -1
Pemphigus Ab inh, CSc1nc(N(C)C)nc(N(C#N)CCOC(C)=O)n1 is entered as 92
DAGLB inh, CC1(C)CC(=O)C=C(c2n[nH]nc2-c2ccccc2)C1 is entered as -1
OPRM1-OPRD1 inv, c1coc(CNc2c3c(nc4ccccc24)CCC3)c1 is entered as 6

More records.
SMILES	DAGLB inh	Arr AP2 block	OPRM1-OPRD1 inv	OPRM1-OPRD1 ag	Pemphigus Ab inh	PKA-R1A act	PKA-R2B act	HTR5A inv ag	V-ATPase pHluor	HTR5A ag ctr
Cc1ccc2nc(/C(C#N)=N/O)[nH]c2c1	-3	32	6	-1.4	107	1	5	7	1	0
COc1cc(NC(=S)N2CCC(C(N)=O)CC2)cc(OC)c1	1	-7	7	-1.3	98	-9	-4	9	0	-2
Cc1cc(C(=O)CN2C(=O)C(=O)N(Cc3ccco3)C2=O)c(C)n1CCc1ccccc1	-1	3	16	-4.1	102	-15	-4	-1	-5	-1
Cc1cccc(CCNS(=O)(=O)c2ccc(S(=O)(=O)N3CCCCC3)cc2)c1	-2	22	-37	7.2	96	-6	0	-1	-3	1
CC(C)c1cc(C(=O)N2CCCC(Nc3ccc(F)cc3)C2)n[nH]1 (configuration not stated)	-2	19	14	-2.6	109	-13	-4	-2	-1	1
CCCC(=O)NC(=S)Nc1cccc(NC(=O)c2ccccc2Cl)c1	-3	4	0	0.0	106	5	-6	11	-4	-3
Cc1ccc(NC(=O)c2ccc(CSc3ccccn3)cc2)cc1	-4	50	-13	2.3	107	-7	0	-33	-1	-3
CCc1nc(Nc2ccccc2)c2oc3ccccc3c2n1	-4	-1	-19	4.0	101	3	-2	-3	-3	1

One compound at a time (already shown). Order of screens: DAGLB inh, Arr AP2 block, OPRM1-OPRD1 inv, OPRM1-OPRD1 ag, Pemphigus Ab inh, PKA-R1A act, PKA-R2B act, HTR5A inv ag, V-ATPase pHluor, HTR5A ag ctr
Shown for CCCC(=O)NC(=S)Nc1cccc(NC(=O)c2ccccc2Cl)c1 : -3, 4, 0, 0.0, 106, 5, -6, 11, -4, -3
Shown for Cc1cccc(CCNS(=O)(=O)c2ccc(S(=O)(=O)N3CCCCC3)cc2)c1 : -2, 22, -37, 7.2, 96, -6, 0, -1, -3, 1
Shown for CC(C)c1cc(C(=O)N2CCCC(Nc3ccc(F)cc3)C2)n[nH]1 (configuration not stated) : -2, 19, 14, -2.6, 109, -13, -4, -2, -1, 1
Shown for COc1cc(NC(=S)N2CCC(C(N)=O)CC2)cc(OC)c1 : 1, -7, 7, -1.3, 98, -9, -4, 9, 0, -2
Shown for CCc1nc(Nc2ccccc2)c2oc3ccccc3c2n1 : -4, -1, -19, 4.0, 101, 3, -2, -3, -3, 1

Shown as a hit in PKA-R2B act, among the entries above:
Molecule | DAGLB inh | Arr AP2 block | OPRM1-OPRD1 inv | OPRM1-OPRD1 ag | Pemphigus Ab inh | PKA-R1A act | PKA-R2B act | V-ATPase pHluor
O=C(Cc1ccc(Cl)cc1Cl)NC1CCCCCC1 | -5 | 5 | -50 | 6.0 | 24* | 10 | 23* | -3
